# Compound activity: PubChem, several laboratories
# N-glyco inh – blocks N-linked glycosylation in D54 reporter cells; D54 ERlucT glycosylation luciferase reporter, 24 h; percent of 100 nM tunicamycin response; reporter increase, % at 12.5 µM; 0.23% of 360,000 active; AID 588692;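 active = mean luciferase reporter signal, scaled so untreated is 0 and the glycosylation-blocking control 100, at or above a set limit in every replicate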;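 also: luciferase carries N-glycosylation sites so blocking glycosylation raises the light; 0% = median of neutral control wells and 100% = median of 100 nM tunicamycin wells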
# Exocytosis inh – lytic granule exocytosis inhibition | TALL-104 LAMP-1 surface exposure, flow cytometry; cells stimulated with thapsigargin and PMA | inhibition, % at 10 µM | 0.66% of 360,000 active;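 active = inhibition above about 55%, limit read from the data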
# MC4R barr agon – human MC4R agonism via beta-arrestin | AID 540308 | 0.98% of 360,000 active | activation, % at 8.9 µM | U2OS MC4R beta-arrestin complementation, luminescence; percent of melanotan II response, DMSO zero;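 active = activation above a per-plate cutoff, the mean activation of sample wells on that plate plus 3 SD, cut at about 8% in these data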
# Target sequence (P32245 whole entry, looked up): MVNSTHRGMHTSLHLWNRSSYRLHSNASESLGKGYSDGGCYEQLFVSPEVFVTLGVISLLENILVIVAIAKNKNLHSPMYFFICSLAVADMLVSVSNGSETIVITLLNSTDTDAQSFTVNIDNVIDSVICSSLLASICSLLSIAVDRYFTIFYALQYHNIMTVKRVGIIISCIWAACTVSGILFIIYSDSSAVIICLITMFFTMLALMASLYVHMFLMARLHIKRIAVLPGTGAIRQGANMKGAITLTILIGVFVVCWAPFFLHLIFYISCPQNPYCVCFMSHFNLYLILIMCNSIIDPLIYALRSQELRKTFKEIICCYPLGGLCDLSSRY
# aDG glyco up – alpha-DG glycosylation activation; Pro5-aDG cells, alpha-DG glycosylation AlphaScreen (IIH6); 0% Pro5, 100% B10-LARGE cell signal; AID 624168; activation, % at 10 µM; 0.22% of 360,000 active;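 active = activation of at least 8% versus controls, or a plate z-score of at least 8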;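 also: Pro5 are CHO cells carrying HIG-tagged alpha-DG that lacks glycosylation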
# ABHD5 PLIN5 PPI – blocks binding of human ABHD5 to perilipin-5. Split G. princeps luciferase complementation, luminescence, 4 h. inhibition, % at 4 µM. 0.78% of 360,000 active. AID 602281;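 active = inhibition above the mean inhibition across every tested compound plus 3 SD, cut at about 22% in these data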;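 also: 0% = DMSO only wells and the 100% control is not disclosed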
# hiPSC survival – hiPSC single-cell survival enhancement. ATPlite luminescence; 100% = ROCK inhibitor wells, 0% = DMSO. survival enhancement, % at 20 µM. 0.044% of 360,000 active. AID 602274; in the data active = survival enhancement above about 18%;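 also: cells exposed to compounds for 16 hours before the ATP read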
# Cardio protect – protects H9c2 cardiomyocytes from peroxide injury. protection from H2O2 cell death, % at 20 µM. H2O2 injury protection, ATPLite, 2 h. 0.63% of 360,000 active;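 active = compounds giving at least 50% protection of heart cells from peroxide-induced death in the single-dose screen, raw or plate-pattern-corrected value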;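 also: 0% = DMSO wells with peroxide and 100% = DMSO wells without peroxide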
# MC4R antagonist – blocks human MC4R cAMP signaling. P32245. MC4R-expressing cells, MTII-stimulated cAMP, LANCE TR-FRET. inhibition, % at 6.5 µM. 0.48% of 360,000 active. AID 540295;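 active = inhibition above its plate's cutoff, the mean of tested wells on that plate plus 3 SD, cut at about 29% in these data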;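 also: 0% = Melanotan II alone and 100% = Melanotan II plus saturating MCL0020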
#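 Material – human MC4R-expressing U2OS cells · Repeats – no replicates · Detection – TR-FRET with Eu-cAMP and labeled anti-cAMP, 671 nm · Times – compound 30 min, challenge 1 h, detection 1 h · Compound – single nominal compound dose of 6.5 µM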
# ABCB6 inh MLPCN – human ABCB6 transporter inhibition. Q9NP58. 0.19% of 360,000 active. K562-ABCB6 porphyrin accumulation, flow cytometry, 1 h; stronger effect = lower value. fluorescence ratio to DMSO, % at 10 µM;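 active = fluorescence ratio to DMSO below 75%, the collection mean minus 3 SD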;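 also: signal is porphyrin accumulated inside mitochondria; 100% equals median channel fluorescence of DMSO control wells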
# HTR2A ag – mouse HTR2A agonism via beta-arrestin recruitment; activation, % at 7.6 µM; 0.66% of 360,000 active; CHO-K1 mHTR2A beta-arrestin complementation, luminescence; percent of 30 µM serotonin response;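 active = activation above a run cutoff, the mean activation of all tested compounds plus 3 SD, cut at about 14% in these data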;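 also: 0% = plate median of compound wells and 100% = 30 µM serotonin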
# Target sequence (P35363 whole entry, looked up): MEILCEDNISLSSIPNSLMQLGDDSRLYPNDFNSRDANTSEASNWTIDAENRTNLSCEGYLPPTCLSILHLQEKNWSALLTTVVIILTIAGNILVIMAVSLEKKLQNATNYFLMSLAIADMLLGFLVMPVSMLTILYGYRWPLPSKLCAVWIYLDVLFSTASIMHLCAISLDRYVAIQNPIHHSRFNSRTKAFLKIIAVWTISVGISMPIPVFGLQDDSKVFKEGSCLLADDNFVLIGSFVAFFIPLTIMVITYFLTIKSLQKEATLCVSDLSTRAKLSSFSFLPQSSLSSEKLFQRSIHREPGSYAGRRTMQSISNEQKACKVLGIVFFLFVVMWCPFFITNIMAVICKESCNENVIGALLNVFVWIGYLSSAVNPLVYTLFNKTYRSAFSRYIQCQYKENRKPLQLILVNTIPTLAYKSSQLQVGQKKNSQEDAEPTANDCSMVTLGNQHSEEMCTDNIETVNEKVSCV
# * = called active by the depositor. Not a hit list. About 4.5% of those tested had a hit in this group.
SMILES,N-glyco inh,Exocytosis inh,MC4R barr agon,aDG glyco up,ABHD5 PLIN5 PPI,hiPSC survival,Cardio protect,MC4R antagonist,ABCB6 inh MLPCN,HTR2A ag
Cc1cccc(C)c1NC(=S)NN(Cc1ccccc1)c1ccccc1,-2.1,-0.5,8.2,0.3,2.0,-4.6,0.3,6.7,103.0,2.1
COc1ccc(N2CCN(C(=O)NCc3ccc(OC)c(Cl)c3)CC2)cc1,-0.4,-3.5,1.6,0.0,5.7,0.6,6.6,31.3*,101.0,-0.1
Cc1cccc(C)c1NC(=O)CSc1nnc(C)n1CC1CCCO1 (stereo not drawn),1.2,-0.2,0.4,-0.1,-7.3,-0.7,-11.2,-2.7,90.0,2.9
Cc1nc2cc(Cl)c(Cl)cc2n1-c1ccccn1,0.7,5.8,0.6,-0.3,-7.3,0.0,-13.4,10.8,96.0,-2.1
COc1ccc(OC)c(-c2csc(N(Cc3ccco3)C(=O)c3cccs3)n2)c1,-1.2,-1.8,-1.1,0.3,1.9,-2.3,-2.0,10.2,98.0,2.6
N#Cc1ccccc1OCC(=O)NNC(=O)CNC(=O)c1ccc(Br)o1,1.8,-2.3,-0.7,0.3,-1.4,-0.4,2.3,-2.7,95.0,3.5
COc1ccccc1C1C(C#N)=C(N)Oc2c1c(-c1ccccc1)nn2-c1ccccc1 (stereo not drawn),-2.0,-2.6,0.2,-0.1,-14.4,-2.1,-8.4,20.3,98.0,1.4
COc1ccc(-c2cc(-c3cccnc3)c(C#N)c(N)n2)cc1,0.5,8.4,-0.6,0.1,-1.6,0.4,-3.4,6.3,102.0,2.2
O=c1c2c3n(c(=S)nc2[nH]n1-c1ccccc1)CCCCC3,0.9,0.4,-1.7,-0.2,0.1,-1.7,5.1,8.4,97.0,-0.9
CCCCNC(=O)CCn1c(=O)c2ccccc2n(Cc2ccc(Cl)cc2)c1=O,-2.4,0.1,1.5,0.2,-2.8,0.4,7.6,-8.2,91.0,5.8
O=C(Nc1ccccc1)[C@@H]1CC=C[C@@H]2CCN(Cc3ccccc3)C(=O)[C@@H]21,1.3,-0.1,-0.9,0.1,4.3,-0.6,2.1,7.5,91.0,0.3
O=C(Nc1ccccc1[N+](=O)[O-])c1cc2ccccc2nc1Cl,1.3,-5.5,-1.1,1.6,-7.4,-0.5,2.4,-14.2,97.0,2.8
CC(C)CNC(=O)c1c(N)n(/N=C/c2ccccn2)c2nc3ccccc3nc12,1.8,-1.3,0.2,-0.4,1.8,1.3,2.8,7.2,83.0,0.8
O=C(CCC1CCN(C(=O)c2cncs2)CC1)Nc1ccccc1,1.6,-0.3,-2.6,0.0,7.0,1.2,2.0,2.2,100.0,7.2
CCN1C(=O)/C(=C/c2ccc(C)s2)NC1=S,1.3,7.2,0.3,0.0,-3.5,-1.0,-8.2,-1.6,104.0,0.0
COc1cccc(NC(=O)CN(C)C(=O)CCCc2c[nH]c3ccccc23)c1,0.6,1.4,-0.7,0.1,-0.8,-1.7,1.9,0.8,96.0,-6.4
Cc1onc(-c2ccccc2)c1C(=O)Nc1ccncc1,0.5,-2.6,2.6,0.6,4.4,2.0,-1.2,-2.9,100.0,-2.0
CCN(CC)CCN(Cc1cc2cc3c(cc2[nH]c1=O)OCCO3)C(=S)NCC(C)C,-1.0,1.5,1.4,0.2,4.0,-0.5,1.1,9.1,98.0,22.0*
CCOc1ccc(Oc2ccccc2NC(=O)C2=COCCO2)cc1,2.4,-2.1,3.9,0.3,1.6,-0.4,2.5,3.9,105.0,-6.6
COc1ccc2oc(C)c(C(=O)c3ccccc3)c2c1,-1.9,-6.9,2.1,0.1,-0.9,-0.5,-0.5,10.7,103.0,3.1
N#CC(C#N)=C1C(=O)N(CCN2CCCCC2)c2ccccc21,0.5,33.1,-0.2,0.2,8.5,-0.4,9.0,11.3,104.0,0.5
O=C(/C=C/c1ccc2c(c1)OCO2)NCCSCc1c(Cl)cccc1Cl,0.9,12.0,-2.4,0.0,-3.1,-0.7,-13.6,13.9,100.0,-2.2
COc1ccc(S(=O)(=O)N2CCOCC2)cc1NC(=O)CC1CC2CCC1C2 (stereo not drawn),-1.1,-2.9,-1.5,-0.3,6.0,1.7,-1.3,-9.0,94.0,7.6
COc1ccc(/C=C2/SC(=O)N(NS(=O)(=O)c3ccccc3)C2=S)cc1OC,0.4,-3.4,0.2,-0.1,-13.8,1.1,16.8,-7.9,104.0,-3.0
O=C(NCCc1ccc(Cl)cc1)C1CCN(c2ncccn2)CC1,0.5,-0.3,-1.1,-0.2,-0.3,-2.2,-8.7,1.7,96.0,-0.4
C=CCn1c(-c2cc3cccc(OC)c3o2)n[nH]c1=S,1.3,3.5,-3.5,0.5,-7.6,0.4,8.6,7.2,98.0,5.4
O=c1[nH]cnc2scc(-c3ccsc3)c12,0.1,-3.4,-2.8,0.2,5.5,1.1,-1.0,0.2,103.0,-4.4
Cc1ccc(-c2cc(-c3nnc(SCC(=O)NCC(C)C)n3N)c3ccccc3n2)cc1,0.2,-5.7,0.2,-0.1,5.9,-0.6,6.2,6.0,93.0,-2.2
CC(C)OCCCN1C(=O)c2ccccc2C1C(=O)NC1CCCCC1 (stereo not drawn),-2.0,-0.8,-2.0,0.3,0.9,-1.1,-1.5,12.3,99.0,-0.9
O=[N+]([O-])c1cccc(-c2nc(-c3cccs3)c(-c3cccs3)[nH]2)c1,-5.3,-0.8,4.4,0.1,3.6,2.7,-27.7,7.0,99.0,-0.4
O=C(O)c1ccc(NC(=S)NC(=O)c2ccc(-c3ccccc3)cc2)cc1,-0.1,1.0,-0.5,0.1,-2.8,-0.5,-12.7,13.5,106.0,-6.1
CCC(=O)Nc1cccc(C(=O)/C=C/c2cc(Br)ccc2OC)c1,-19.3,14.7,-1.4,0.3,50.6*,-2.4,-8.4,4.2,91.0,-3.6
C/C(=N\NC(=O)c1ccccc1)c1ccc(N2CCCCC2)cc1,4.1,-0.4,-3.1,0.0,-2.5,-0.7,-1.3,-5.3,112.0,0.4
COc1ccccc1NC(=O)c1ccc(NC(=O)c2cc3c(s2)CCC3)cc1,-5.8,-3.8,-0.6,0.7,-3.5,-0.9,-2.6,0.4,93.0,-3.7
COc1ccc(NC2c3ccccc3C(=O)N2Cc2ccc3c(c2)OCO3)cc1 (stereo not drawn),-3.7,1.2,-1.0,0.1,-3.4,0.0,0.9,0.9,98.0,-1.6
O=C(NCCc1ccc(F)cc1)C1CCCCC1,-1.8,-2.4,-0.6,0.0,4.0,-1.2,3.2,-3.0,97.0,9.7
CCOc1cc(/C=N\NC(=O)c2c(C)nc3ccccn23)ccc1O,0.6,-4.0,-0.5,0.0,6.2,0.5,7.0,2.2,96.0,-2.6
COc1ccc(COC(=O)c2ccc(N3CCCC3=O)cc2)cc1F,-0.1,-0.6,1.5,-0.2,0.2,7.6,-8.1,5.6,96.0,1.1
CCOC(=O)CSc1ncnc2c1cnn2-c1ccc(C)cc1C,0.0,-2.5,0.6,0.0,0.3,-0.2,0.2,0.5,100.0,2.5
O=C(O)CC1(CC(=O)Nc2ccc(Br)cc2)CCCCC1,1.1,-0.5,-2.2,-0.2,-0.1,-0.2,9.0,2.8,89.0,7.4
Cc1ccc(-n2nc3c(=O)n(CC(=O)NCc4ccccc4Cl)nc(C)c3c2C)cc1,2.7,9.4,-0.8,0.4,1.8,1.2,-1.7,14.7,103.0,-1.7
Cc1ccc(C(=O)NCc2ccc(Cl)cc2)o1,-0.6,-0.6,0.0,-0.1,2.8,2.6,2.8,3.1,98.0,-4.8
COc1ccccc1N1CCN(C(=O)c2ccc(S(=O)(=O)N3CCCC3)cc2)CC1,1.8,-1.4,-0.7,1.0,0.4,-2.0,-5.7,-0.5,101.0,12.5
COc1cc([N+](=O)[O-])cc(/C=N/NC(=O)C(C)Nc2ccccc2C)c1O (stereo not drawn),-0.6,-1.4,-3.6,0.0,7.4,1.0,63.2*,16.7,100.0,-14.0
O=C(N1CCOCC1)C12CCC3CC(CC(C3)C1)C2,-2.8,1.1,-0.7,0.0,6.9,3.8,-4.1,9.2,96.0,-0.8
COc1ccc(C/C(C)=N/NC(=S)Nc2ccccc2)cc1,-0.4,-5.7,-2.0,0.3,-2.4,0.1,-1.8,1.5,102.0,-1.9
CCOC(=O)N1CCN(c2nc(-c3ccccc3)c3cc(C)ccc3n2)CC1,-3.0,9.2,1.4,1.1,-26.1,-0.4,-7.4,4.3,82.0,5.6
Cc1ccc(NC(=O)CN2CCCC2c2cccs2)cc1S(=O)(=O)N1CCCCC1 (stereo not drawn),-4.3,2.2,-3.6,0.2,-6.3,0.2,-13.1,2.5,93.0,2.4

# 4 compounds already listed, sorted by the value under MC4R antagonist, highest first:
canonical_smiles	N-glyco inh	Exocytosis inh	MC4R barr agon	aDG glyco up	ABHD5 PLIN5 PPI	MC4R antagonist	ABCB6 inh MLPCN	HTR2A ag
O=c1c2c3n(c(=S)nc2[nH]n1-c1ccccc1)CCCCC3	0.9	0.4	-1.7	-0.2	0.1	8.4	97.0	-0.9
O=C(Nc1ccccc1)[C@@H]1CC=C[C@@H]2CCN(Cc3ccccc3)C(=O)[C@@H]21	1.3	-0.1	-0.9	0.1	4.3	7.5	91.0	0.3
Cc1cccc(C)c1NC(=S)NN(Cc1ccccc1)c1ccccc1	-2.1	-0.5	8.2	0.3	2.0	6.7	103.0	2.1
O=C(O)CC1(CC(=O)Nc2ccc(Br)cc2)CCCCC1	1.1	-0.5	-2.2	-0.2	-0.1	2.8	89.0	7.4

# Returning to the listing, repeating the 2 entries before the break.
SMILES,N-glyco inh,Exocytosis inh,MC4R barr agon,aDG glyco up,ABHD5 PLIN5 PPI,hiPSC survival,Cardio protect,MC4R antagonist,ABCB6 inh MLPCN,HTR2A ag
CCOC(=O)N1CCN(c2nc(-c3ccccc3)c3cc(C)ccc3n2)CC1,-3.0,9.2,1.4,1.1,-26.1,-0.4,-7.4,4.3,82.0,5.6
Cc1ccc(NC(=O)CN2CCCC2c2cccs2)cc1S(=O)(=O)N1CCCCC1 (stereo not drawn),-4.3,2.2,-3.6,0.2,-6.3,0.2,-13.1,2.5,93.0,2.4
CCc1ccc(OS(=O)(=O)c2cn(C)c(=O)n(C)c2=O)cc1,2.1,0.2,-2.8,0.0,-0.8,-0.9,1.0,2.3,98.0,2.1
CCN(CC)CCC(O)(c1ccc2c(c1)OCO2)c1cc(OC)c(OC)c(OC)c1 (stereo not drawn),0.3,7.2,0.2,-0.4,-2.3,-1.4,6.7,15.4,99.0,-4.5
O=c1c(C(c2ccc(Br)cc2)c2c(O)nc3n(c2=O)CCS3)c(O)nc2n1CCS2,0.9,0.9,-0.4,0.1,11.0,1.6,2.9,-0.9,74.0*,-0.5
CCCCC(CCC(=O)Nc1nccs1)C(=O)O (stereo not drawn),1.0,-1.4,0.1,1.7,-0.6,-1.3,1.0,8.4,100.0,5.0
